# Assay outcomes from PubChem BioAssay.
# EPAC2 agonist: activates human EPAC2 exchange factor. Q8WZA2. EPAC2 activation, biochemical qHTS; response scale: 100% = 6.5 mM cAMP response. Potency, µM (titrated, usually from 154 µM), for inactives: top-dose activation, most hits filed as activators. 360,000 tested, 0.079% active. AID 720711; note: potency is the fitted concentration of half-maximal effect; nearly all actives have a fitted effect of over 50% in size
# Target sequence (Q8WZA2 whole entry, looked up): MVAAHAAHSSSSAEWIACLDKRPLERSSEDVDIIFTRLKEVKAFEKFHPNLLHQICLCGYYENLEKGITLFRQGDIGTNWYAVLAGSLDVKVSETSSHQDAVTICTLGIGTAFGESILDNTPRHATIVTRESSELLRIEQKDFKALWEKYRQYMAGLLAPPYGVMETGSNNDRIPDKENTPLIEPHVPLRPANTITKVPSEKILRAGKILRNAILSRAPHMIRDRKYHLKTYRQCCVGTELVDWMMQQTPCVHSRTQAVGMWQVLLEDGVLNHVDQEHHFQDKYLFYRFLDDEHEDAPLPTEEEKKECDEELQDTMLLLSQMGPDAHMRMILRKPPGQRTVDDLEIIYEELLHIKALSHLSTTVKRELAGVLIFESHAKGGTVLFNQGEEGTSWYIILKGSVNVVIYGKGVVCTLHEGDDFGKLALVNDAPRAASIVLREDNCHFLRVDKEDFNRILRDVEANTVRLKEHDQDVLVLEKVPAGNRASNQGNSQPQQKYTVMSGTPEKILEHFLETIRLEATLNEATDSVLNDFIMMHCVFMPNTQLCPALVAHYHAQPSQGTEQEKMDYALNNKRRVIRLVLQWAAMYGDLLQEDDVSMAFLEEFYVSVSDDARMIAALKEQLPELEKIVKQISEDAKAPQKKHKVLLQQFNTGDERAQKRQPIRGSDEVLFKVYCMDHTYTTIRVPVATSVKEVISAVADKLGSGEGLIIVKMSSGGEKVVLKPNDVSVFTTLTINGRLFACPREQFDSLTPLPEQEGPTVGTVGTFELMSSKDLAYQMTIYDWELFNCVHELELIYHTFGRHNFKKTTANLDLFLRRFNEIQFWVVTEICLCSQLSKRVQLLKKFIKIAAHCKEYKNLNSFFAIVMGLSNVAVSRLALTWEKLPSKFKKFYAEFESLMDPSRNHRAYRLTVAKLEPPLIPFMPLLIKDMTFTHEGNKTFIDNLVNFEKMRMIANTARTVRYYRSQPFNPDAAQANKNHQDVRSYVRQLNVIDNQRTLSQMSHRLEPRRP
#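 Exchange assay: 100 nM EPAC2 with 250 nM Rap1B-BODIPY-GDP and 50 uM GDP. Fluorescence (ex 480/em 540 nm) read every 5 min for 30 min at room temperature. Data normalized to 6.5 mM cAMP as agonist control.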
# EPAC2 antag: EPAC2 (human) antagonism | EPAC2 GEF exchange of Rap1B-BODIPY-GDP, fluorescence | Potency, µM (titrated, usually from 114 µM), for the others: at the highest dose activity, negative = inhibition, usual class: inhibitors | AID 720708 | Q8WZA2 | 360,000 tested, 0.18% active; note: potency is the fitted concentration of half-maximal effect; % is set by controls: 0 for no effect and ±100 for the full control effect; nearly all actives have a fitted effect of over 45% in size; many of its hits are not listed in these tables
# TDP-43 yeast inh: inhibitors of TDP-43 toxicity in yeast. Potency, µM (series often up to 46.1 µM), without a hit: at the highest dose growth rescue (activation), actives largely listed as activators. TDP-43 expressing yeast growth rescue, BacTiter-Glo, 24 h. AID 652104. 410,000 tested, 1.8% active; note: potency is the fitted concentration of half-maximal effect; % of control where 0% means no effect; nearly all actives have a fitted effect of over 50% in size
#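 Yeast cells expressing TDP-43 under galactose induction are exposed to compounds for 24 hr at 30 deg C. BacTiter-Glo luminescence measures growth, so protective compounds score as activators.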
# FUS suppressor: suppressors of FUS proteinopathy in yeast | S. cerevisiae FUS-expressing, growth rescue, OD600, 24 h | Potency, µM (highest dose often 76.6 µM), without a hit: at the highest dose growth rescue (activation), usual class: activators | AID 1347120 | 390,000 tested, 0.24% active;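 note: potency is the fitted concentration of half-maximal effect; plate controls were DMSO vehicle for no effect and reference control for full effect; nearly all actives have a fitted effect of over 55% in size; some results filed as inactive show a strong effect at the top dose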
#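 Restored growth of FUS-toxic S. cerevisiae, read as 600 nm absorbance after 24 h at 30C in galactose medium (starting OD 0.005). Controls CP55940 and DMSO.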
# aSyn yeast inh: rescues yeast growth from alpha-synuclein toxicity; Yeast expressing alpha-synuclein, growth rescue, BacTiter-Glo, 24 h; Potency, µM (highest dose often 46.1 µM), inactives show at the highest dose growth rescue (activation), usual class: activators; 370,000 tested, 0.14% active; AID 652106; note: potency is the fitted concentration of half-maximal effect; % of control where 0% means no effect; nearly all actives have a fitted effect of over 65% in size
#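 Screening used galactose-induced yeast with toxic alpha-synuclein levels, exposed to compound for 24 hr at 30 deg C. Cell growth, read with BacTiter-Glo luminescence, gave the measured signal.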
# D3 ag: activates the human D3 dopamine receptor; 410,000 tested, 0.58% active; AID 652048; max activation, %; P35462; D3R DiscoveRx beta-arrestin cells, luminescence, 90 min; in the data active = max activation above about 30%; note: 0% is about no effect; mostly tested at two doses, the higher about 12 µM
#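 Agonist-mode cell screen: cells plated at 1500/well and incubated overnight at 37 °C, then exposed to library compounds for 90 min at 37 °C. Detection reagent was added for 30–60 min at room temperature, and luminescence was read.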
# D3 antag: D3 dopamine receptor (human) antagonism; P35462; D3R cells, DiscoveRx beta-arrestin luminescence, antagonist mode; hits give low values; max response, negative = inhibition, %; 360,000 tested, 2.5% active; in the data active = max response below about -50%; inconclusive = no clear call, values can overlap the other calls; note: % is set by controls: 0 for no effect and ±100 for the full control effect; mostly tested at two doses, the higher about 12 µM
#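 Cells expressing the human receptor were seeded at 1500 cells/well, incubated overnight at 37 degrees C in 5% CO2, then exposed to library compounds with dopamine controls for 90 minutes at 37 degrees C before luminescent detection.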
# Abeta yeast res: restores growth of yeast expressing A-beta42 peptide; yeast expressing A-beta42, growth rescue, OD600, 48 h; response scale: 0% DMSO, 100% iron-clioquinol control; Potency, µM (top dose mostly 46.1 µM), for the others: at the highest dose growth rescue, usual class: activators; 410,000 tested, 0.063% active; AID 1347071; note: potency is the fitted concentration of half-maximal effect; nearly all actives have a fitted effect of over 55% in size
#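 Yeast A-beta toxicity model in growth medium with pinned compounds, 48 h at 30 C; growth read as absorbance at 600 nm. Normalized to FeCl3/clioquinol equimolar mix (positive) and DMSO (negative).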
# * hit, by the source's call; ? = inconclusive; nt = no result given; [ ] = dose if it differs, or a comment. Unless noted, calls come from the whole dose curve; as a rule, active = well fitted curve in the direction sought with a large enough effect; inconclusive = small, poorly fitted or top-dose-only effect, or another doubt; inactive = no such curve, though single readings can be large; an effect the other way counts as inactive or inconclusive. Only part of the results is shown, so the mix of outcomes need not match the whole.
canonical_smiles	EPAC2 antag	D3 antag	TDP-43 yeast inh	FUS suppressor	D3 ag	Abeta yeast res	EPAC2 agonist	aSyn yeast inh
Cc1ccc(N2CCN(C(=O)c3ccccc3NC(=O)C3CC=CCC3C(=O)O)CC2)cc1 (stereo unspecified)	2%	0	7%	-4%	-13	-3%	11%	-1%
Cc1ccccc1CSc1nc2n(n1)C(c1cccs1)C1=C(CCCC1=O)N2 (stereo unspecified)	-15%	6	-7%	19%	0	14%	3%	-3%
COC(=O)CCCC1=CC2=C(c3ccccc3)C(=O)C(C)(OC(=O)C3CCCC3)C(=O)C2=CN1C1CCCCC1 (stereo unspecified)	7%	-14	15%	30%	0	7%	12%	2%
COc1cccc(OC)c1C(=O)N1CC(C)OC(C)C1 (stereo unspecified)	-1%	49	-4%	16%	-9	-20%	13%	1%
CCOC(=O)C1C(=O)CC(C)(O)C(C(=O)OCC)C1/C=C/c1ccccc1 (stereo unspecified)	-3%	26	-12%	nt	2	-12%	0%	6%
O=C(COc1ccc(CO)cc1)Nc1ccc(F)cc1	-3%	4	7%	9%	-2	-5%	7%	1%
COc1ccc(S(=O)(=O)NC2CC3CCC2C3)cc1 (stereo unspecified)	-9%	-17	?	11%	2	-35%	5%	-2%
CCCS(=O)(=O)n1nc(-c2ccccc2)cc1N	17%	-12	11%	-15%	0	-20%	27%	15%
CC(OC(=O)C1=NN(c2ccccc2)C(=O)CC1)C(=O)NC1CCCCC1C (stereo unspecified)	0%	-6	7%	-9%	8	4%	7%	0%
COc1cc2cc(C(=O)N3CCc4ccccc4C3)[nH]c2cc1OC	2%	-14	5%	-14%	-2	15%	-1%	7%
O=[N+]([O-])c1ccc(COc2ccc(CN3CCCCC3)cc2)cc1	0%	?	5%	-7%	-36	-3%	3%	2%
CCN=C(N/N=C/c1ccc([N+](=O)[O-])cc1)SC	-2%	6	26%	34%	-15	5%	7%	6%
COc1cc2cc(CCCOC(=O)c3ccc4c(c3)OCO4)oc(=O)c2cc1OC	-4%	19	18%	21%	5	-11%	11%	0%
CCN(Cc1ccccc1)c1ncnc2c1cnn2-c1ccc(F)cc1	nt	nt	25µM*	22%	9	-6%	nt	nt
COc1ccc(C(=O)OC2C(OC)OCC(O)C2O)cc1 (stereo unspecified)	3%	-16	-29%	13%	-8	-7%	6%	-7%
Cc1[nH]c2ccccc2c1C(C[N+](=O)[O-])c1ccco1 (stereo unspecified)	-18%	12	nt	23%	-3	-11%	7%	4%
CC(CC(=O)Nc1ccc(F)cc1)S(=O)(=O)c1cc2c3c(c1)CCN3C(=O)CC2 (stereo unspecified)	nt	nt	9%	-7%	-10	-10%	nt	nt
COc1cccc2cc(C(=O)N3CCN(C(=O)c4ccccc4)CC3)c(=O)oc12	-13%	8	-2%	9%	-1	-4%	11%	2%
Cc1ccccc1NCC(=O)N/N=C\c1ccc([N+](=O)[O-])s1	3%[57.1 µM]	-4	?	-6%	-3	8%	16%	3%
O=C(/C=C/c1ccc(Cl)cc1)Nc1ccc(CN2CCOCC2)cc1	8%	-21	-20%	15%	13	-19%	-3%	5%
Cc1nc2sc(C(N)=O)c(N)c2c(-c2ccc(Br)cc2)c1C(=O)Nc1ccc(Cl)cc1	nt	nt	22µM*	?	-21	-8%	nt	nt
CC(C)C[C@H](NC(=O)C1CC(=O)N(c2ccc3c(c2)OCCO3)C1)C(=O)N1CCCCC1 (stereo partly specified)	9%	-23	9%	3%	-1	9%	5%	4%
Cc1ccc(NC(=O)COC(=O)C2CCC2)cc1S(=O)(=O)N1CCOCC1	2%	2	-15%	nt	6	-82%[inhibitor]	-6%	11%
CCCCNc1nc(CC(C)=O)ns1	5%	9	19%	22%	-4	-16%	0%	0%
CCn1cc(C(=O)NCCCN2CCN(C)CC2)c(=O)c2cc(S(=O)(=O)N3CCc4ccccc4C3)ccc21	-2%	-7	-6%	4%	-8	-8%	-5%	-2%
Cc1ccc(NC(=O)c2ccccc2OCc2c(C)noc2C)cc1S(=O)(=O)N(C)C	-1%	-6	8%	nt	8	2%	3%	0%
CN1CCN(C(=O)C2CCC(C)(C(=O)O)C2(C)C)CC1 (stereo unspecified)	2%	-4	-18%	1%	-1	-28%	9%	0%
CN1CCc2nc3ccc(Cl)cc3c(-c3ccccc3Cl)c2C1	-4%	-1	-2%	-7%	-3	12%	9%	7%
Cc1ccc(C)c(-n2c(N)c(C(N)=O)sc2=S)c1	-6%	0	-5%	7%	4	-5%	-2%	2%
CS(=O)(=O)c1cc(C(=O)O)cc(NCc2ccccc2)c1Oc1ccccc1	-14%	24	26%	18%	-1	-2%	-2%	1%
O=C(ON=C1CCN(c2ccc([N+](=O)[O-])cc2)CC1)c1ccccc1	-1%	-24	-39%	23%	-1	-72%[inhibitor]	2%	-5%
CC(C)NC(=O)c1ccc(NC(=O)CC2SC(N3CCCC3)=NC2=O)cc1 (stereo unspecified)	-3%	6	22%	-7%	-5	7%	7%	5%[1.84 µM]
COc1ccc(C2=NCC(CSc3nnc(-c4ccc5c(c4)OCO5)o3)S2)cc1 (stereo unspecified)	3%	29	6%	37%	6	-33%[inhibitor]	17%	5%
COc1ccc(-c2nnc(SCC(=O)NC(=O)NCc3ccccc3)o2)cc1	1%	5	3%	3%	-1	0%	-1%	4%
Cc1nccn1CC(=O)N/N=C/c1c[nH]c2ccccc12	-15%	-8	-26%	11%	-9	-7%	7%	-4%
COc1ccc(C2=NC(C)(C)N(CC(=O)Nc3cc(OC)cc(OC)c3)C2=O)cc1	nt	nt	24%	23%	-4	-24%	nt	nt
Cc1ccc(S(=O)(=O)Nc2ccc(-c3ccc4nncn4n3)cc2)cc1	-6%	-4	-19%	?	-3	5%	3%	0%
O=C(CSc1nc2[nH]ncc2c(=O)[nH]1)NCc1ccc(F)cc1	7%	-50*	-22%	nt	0	13%	6%	-3%
Cc1ccc(S(=O)(=O)N(C)CCCC(=O)Nc2ccccn2)cc1	6%	-8	0%	-36%	4	-3%	11%	3%
Cc1nccn1-c1ccc(NC(=O)[C@H]2O[C@@H](n3ccc(N)nc3=O)[C@H](O)[C@@H]2O)cc1	1%	18	25%	-14%	3	-3%	3%	-7%
CCOC(=O)C(CC)Sc1ccc2nnc(CCNS(=O)(=O)c3ccc(C)cc3)n2n1 (stereo unspecified)	nt	nt	6%	9%	6	-2%	nt	nt
COc1ccc(-n2c(Cn3c(=O)sc4ccccc43)nnc2SCC(N)=O)cc1	0%	11	6%	-13%	2	7%	7%	1%
COc1ccccc1NC(=O)CSc1nnc(Cc2cccs2)n1C	-4%	3	-20%	-9%	-5	16%	3%	-3%
CC(=O)N1CCC(N(CCCOC(C)C)S(=O)(=O)c2ccc([N+](=O)[O-])cc2)CC1	-3%	1	15%	-11%	1	4%	5%	-1%
O=C(CSc1nnc(-c2ccc(Cl)cc2)o1)N1CCc2ccccc21	nt	nt	14%	-8%	4	-2%	nt	nt
CCc1nnc(NC(=O)CSc2nc3cc(OC)c(OC)cc3cc2C)s1	-7%	4	-1%	0%	3	-2%	1%	-2%
COc1ccc(N(CC(O)Cn2cnc3ccccc32)S(=O)(=O)c2ccc(C)cc2)cc1 (stereo unspecified)	2%	5	-1%	nt	1	17%	12%	2%
Cc1[nH][nH]c(=O)c1C(c1ccc([N+](=O)[O-])cc1)c1c(C)[nH][nH]c1=O	-1%	?	0%	3%	-8	-3%	5%	-4%
O=C(O)CCCn1cc(NC(=O)c2ccc(Br)o2)cn1	1%	12	12%	-15%	6	-1%	12%	3%
CCc1cnc2c(c1SCC(=O)c1ccc(OC)cc1)c(=O)n(C)c(=O)n2C	nt	nt	0%	8%	5	-18%	nt	nt
CNC(=O)N(O)C1N(NC(=O)Nc2ccccc2)C(=S)SC1(C)C (stereo unspecified)	3%	-10	-15%	10%	-9	-6%	-6%	1%
COc1ccc(CCC(=O)NC2CC(=O)N(c3cccc(F)c3)C2)cc1 (stereo unspecified)	nt	nt	-2%	10%	6	-11%	nt	nt
CC(C)(C)c1cc[n+](C2=C([O-])c3ccccc3C(=O)/C2=N\S(=O)(=O)c2ccccc2)cc1	-2%	-9	0%	3%	-8	-8%	9%	0%
Cc1sc2ncnc(N3CCC(C)CC3)c2c1C	0%	18	16%	8%	1	-25%	-12%	0%
Cc1ccc(S(=O)(=O)Nc2nc(CN3CCOCC3)nc3sc(C)c(C)c23)cc1	7%	-11	-21%	30%	-2	-13%	8%	-6%[1.84 µM]
Cc1nn(Cc2c(F)c(F)c(F)c(F)c2F)c(C)c1NC(=O)c1c([N+](=O)[O-])c(C)nn1C	-5%	19	-1%	22%	24	3%	-1%	0%

# Following part
canonical_smiles	EPAC2 antag	D3 antag	TDP-43 yeast inh	FUS suppressor	D3 ag	Abeta yeast res	EPAC2 agonist	aSyn yeast inh
CCCCCCc1ccc(N2C[C@H](CCCCC)[C@@H](CC(=O)NCc3ccccc3)C2=O)cc1	-8%	0	4%	22%	5	-12%	0%	-1%
CN1C(=O)CC(N2CCN(CC(N)=O)CC2)C1=O (stereo unspecified)	-1%	2	2%	-4%	6	5%	5%	-3%
O=C(COc1ccc(CNC[C@H]2O[C@@H](n3ccc(=O)[nH]c3=O)[C@H](O)[C@@H]2O)cc1)Nc1nccs1	-9%	0	20%	1%	3	8%	2%	1%
CCCCC1(C)Nc2ccccc2-c2nc3ccccc3n21 (stereo unspecified)	-3%	8	-25%	1%	9	-3%	13%	2%
CC(C)CNS(=O)(=O)c1ccc(CCC(=O)N2CCN(Cc3ccc4c(c3)OCO4)CC2)cc1	-1%	143	4%	17%	1	23%	9%	8%
CC1=CC(=NOS(=O)(=O)c2ccc(C)cc2)CC(C)(C)C1	-19%	0	?	-18%	-5	-56%[inhibitor]	3%	-40%[inhibitor]

# Gathered by group: the compounds so far with a furan ring, fused or not.
canonical_smiles	EPAC2 antag	D3 antag	TDP-43 yeast inh	FUS suppressor	D3 ag	Abeta yeast res	EPAC2 agonist	aSyn yeast inh
Cc1[nH]c2ccccc2c1C(C[N+](=O)[O-])c1ccco1 (stereo unspecified)	-18%	12	nt	23%	-3	-11%	7%	4%
O=C(O)CCCn1cc(NC(=O)c2ccc(Br)o2)cn1	1%	12	12%	-15%	6	-1%	12%	3%
